# Screens from PubChem.
# CRFR2-BP ag: agonists of human CRF-binding protein/CRF-R2 receptor complex; HEK293 CRF-R2/CRF-BP, calcium dye fluorescence (FLIPR); percent of saturating CRF peptide response; activation, % at 13.2 µM; 350,000 tested, 0.46% active;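 active = activation of at least 50%, plus an integration ratio under a set limit after plate pattern correction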;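 note: plate controls were neutral control wells without compound for no effect and CRF at EC100 for full effect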
# CRFR2-BP antag: antagonists of CRF-binding protein/CRF-R2 receptor complex; HEK293 CRF-R2/CRF-BP, CRF-induced calcium fluorescence; inhibition, % at 11.8 µM; 350,000 tested, 0.59% active; AID 588475;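 active = inhibition of the ligand-induced calcium signal above about 50% at the single tested concentration, limit read from the data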
# GalR3 antag: human GalR3 antagonism | HEK293 GalR3-CNG cAMP membrane potential fluorescence; galR3 body fused to GalR1 C-terminus | O60755 | inhibition, % at 3 µM | 360,000 tested, 0.44% active;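 active = inhibition above the screen-wide average plus 3 SD, cut at about 13% in these data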;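 note: forskolin and galanin both at EC90 stimulate the cells; cAMP rise reported by CNG channel membrane potential dye signal; 0% = forskolin plus galanin with DMSO and 100% = forskolin alone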
# Target sequence (O60755 1-299 limits assumed): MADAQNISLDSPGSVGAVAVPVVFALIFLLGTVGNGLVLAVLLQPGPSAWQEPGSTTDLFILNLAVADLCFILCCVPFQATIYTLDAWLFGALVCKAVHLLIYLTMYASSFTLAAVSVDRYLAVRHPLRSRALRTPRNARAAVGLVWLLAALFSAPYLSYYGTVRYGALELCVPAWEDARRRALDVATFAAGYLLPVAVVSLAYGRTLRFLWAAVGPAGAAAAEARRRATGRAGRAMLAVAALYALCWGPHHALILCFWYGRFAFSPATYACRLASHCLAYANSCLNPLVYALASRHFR
# Starred values were filed as active, the others as inactive; & = joins results of further samples.
mol,CRFR2-BP ag,CRFR2-BP antag,GalR3 antag
COc1ccc(S(=O)(=O)N2CCCCCC2)cc1NC(=O)CN1C(=O)NC(C)(c2ccc(C)cc2)C1=O (centres undefined),0.6,-1.2,-3.5
O=C(OCC(=O)N1CCCc2ccccc21)c1cccc(C(F)(F)F)c1,-1.2,-3.4,-4.9
Cc1cc(Cl)cc2sc(=S)[nH]c12,3.3,17.3,-3.4
Clc1ccc(-c2noc3c2-c2nc(Cc4cccc5ccccc45)sc2CC3)cc1,-2.1,-1.2,-2.1
CCN(CC(=O)Nc1ccc(NC(C)=O)cc1)C(=O)CCCOc1ccc(C(C)(C)C)cc1,4.7,-17.8,-3.8
Cc1cccc(CCN2C(Nc3ccccc3)=NC[C@@H]2CC(C)C)c1,110.7*,21.0,-14.3
c1ccc(-c2ccncn2)cc1,4.9,-0.1,-2.1
CC1(C)C(=O)Nc2ccccc2N1C(=O)COC(=O)c1ccc([N+](=O)[O-])o1,-3.5,-4.9,-7.7
COC(=O)[C@]1(C)N[C@H](CN(C)S(=O)(=O)c2ccc(OC)cc2)[C@@H]2C(=O)N(C)C(=O)[C@@H]21,1.8,-10.6,-5.7
Cc1nnc(NC(=O)C2=COCCO2)s1,0.7,-22.3,-1.0
COc1nc(=O)n(C2CCCO2)cc1C (centres undefined),1.8,2.1,-5.2
CC1CN(C(=O)c2ccc(-c3ccccc3Cl)o2)CC(C)O1 (centres undefined),-3.0,13.5,-1.5
O=C(CN1C(=O)NC2(CCCC2)C1=O)NCc1ccccc1,5.1,-4.3,-7.0
COc1ccc(CNC(=O)COC(=O)CNC(=O)c2sc3ccccc3c2Cl)cc1OC,1.5,0.9,-3.3
CN(Cc1ccccc1N1CCCC1)C(=O)c1cc2ccccc2o1,-1.4,0.0,-1.0
O=C(C(=Cc1ccccc1)CN1CCCCC1)c1ccccc1,-1.9,-33.7,-6.9
COc1ccccc1C(C)NC(=O)c1cc(S(=O)(=O)N2CCCCC2)ccc1C (centres undefined),-4.6,15.6,-4.1
O=C(CC1SC(N2CCCC2)=NC1=O)Nc1ccc(C(=O)Nc2ncccc2O)cc1 (centres undefined),0.8,-6.9,-6.2
NC(=O)c1ccsc1NC(=O)COC(=O)Cc1ccccc1Cl,1.5,-0.2,-7.3
O=C(/C=C/Nc1ccc(F)cc1F)c1ccc(Br)cc1,-1.5,-3.0,-4.8
O=C1Nc2ccccc2C1=Nc1ccc2[nH]c3ccccc3c2c1,0.9,-40.7,-2.3
CCN(c1ccc(NC(=O)COC(=O)C(C)N=C2NS(=O)(=O)c3ccccc32)cc1)C(C)C (centres undefined),-0.5,11.3,1.4
CCCCn1c(N)c(N(CCOC)C(=O)c2ccc(F)c(S(=O)(=O)N3CCOCC3)c2)c(=O)[nH]c1=O,-0.2,0.3,0.9
O=C(NCCN1C(=O)S/C(=C/c2cccnc2)C1=O)c1ccc(S(=O)(=O)N2CCCC2)cc1,2.6,-13.9,-5.6
COc1ccc(-c2nnc(SCC(=O)Nc3c(Cl)cc(Cl)cc3C(=O)O)o2)cc1,-0.8,8.8,-6.0
CCOC(=O)Nc1ccc(S(=O)(=O)N2CCC(c3nc4ccccc4[nH]3)CC2)cc1,-0.8,10.7,-6.4
COc1cccc(C(=O)OCC(=O)NC2CCCc3ccccc32)c1O (centres undefined),-1.3,3.3,-2.5
CCCN(CC(=O)Nc1ccccc1OC)C(=O)Cn1c(=O)oc2ccccc21,-0.9,-3.9,-4.4
O=C(C1CCCCC1)N1C[C@@H](O)[C@H](n2cc(-c3ccc(F)cc3)nn2)C[C@@H]1c1ccc(Cl)cc1,0.0,-22.9,-7.6
CN(c1cccc(Cl)c1)S(=O)(=O)c1cccc(C(=O)NCc2ccncc2)c1,-0.8,-8.3,-6.0
Cc1cccn2c(=O)c3cc(C(=O)N4CCCCC4C)sc3nc12 (centres undefined),-1.3,0.4,-2.6
CCN(CC(=O)Nc1c(F)cccc1F)C(=O)c1cccnc1Sc1ccccc1,0.7,-6.6,-2.2
COc1cc(-c2cc(OC)c(O)c(OC)c2)cc(OC)c1O,-2.1,11.4,-3.4
O=c1oc(-c2ccc(O)c(O)c2)cc2cc(O)cc(O)c12,1.7,-26.2,8.2
CC1=C(/C=C/C(C)=C/C=C/C(C)=C/C(=O)Nc2ccc(O)cc2)C(C)(C)CCC1,0.2&-0.3,-21.9&-0.5,-2.6&3.4
O=C(CCNS(=O)(=O)c1ccc(Br)cc1)NCC(c1cccs1)N1CCOCC1 (centres undefined),-1.9,-6.7,-8.3
CC1(C)C2CCC1(C)C(SC(=N)N)C2 (centres undefined),5.3,-12.0,-3.9
Cc1ccc(C(=O)Nc2ccc(N3CCOCC3)cc2)cc1S(=O)(=O)N1CCCCC1,-1.2,2.3,-5.4
N#CCCN(C(=O)COC(=O)c1cc(S(=O)(=O)N2CCOCC2)ccc1Cl)c1ccc(F)cc1,0.6,-1.4,-4.1
Cc1n[nH]c(=O)c2c(NC(=O)COC(=O)COc3cccc(Br)c3)oc(C)c12,-0.3,9.4,-3.4
Cc1ccc(S(=O)(=O)n2cccc2CO)cc1,-1.9,8.7,2.4
CCN(C(=O)CN1C(=O)c2ccc([N+](=O)[O-])cc2C1=O)C1CCS(=O)(=O)C1 (centres undefined),-0.5,-2.7,0.1
CC(C)N(C(=O)COC(=O)CCC(=O)c1cccs1)c1ccccc1,-0.8,3.2,0.0
OCCN1CCN(CC/C=C2/c3ccccc3CSc3ccccc32)CC1,0.1,1.5,-3.5
COc1ccccc1/C=C/C(=O)OCC(=O)c1cc(C)n(C)c1C,-0.2,0.6,-7.2
COc1ccc([C@H]2CC(=O)C=C(c3cccc(OC)c3)C2)cc1,-0.6,11.0,-5.6
CCCCCCCCC(=O)N1C(C)CCC1C (centres undefined),-1.6,12.0,-6.6
CCNC(=O)N(CC)C[C@H]1N[C@@](C)(C(=O)OC)[C@H]2C(=O)N(C)C(=O)[C@@H]12,-2.5,4.0,4.8
O=S(=O)(c1ccc(SCc2ccccc2)nc1)N1CCCC1,0.6,-1.6,-2.5
CC(C)Cn1c(N)c(C(=O)CSc2nnc(-c3ccco3)n2C)c(=O)n(C)c1=O,0.1,3.8,-2.4
Cc1ccc(C(=O)N(CCC2=CCCCC2)c2c(N)n(Cc3ccccc3)c(=O)[nH]c2=O)o1,-0.7,12.7,-2.6
CCN(CC(=O)NC1CCS(=O)(=O)C1)c1ccc([N+](=O)[O-])cc1C#N (centres undefined),0.6,1.2,3.9
CC(C)[C@H](NC(=O)OCc1ccccc1)C(=O)OCC(=O)N1CCN(c2ccc(F)cc2)CC1,3.3,-2.2,-7.7
Cc1ccc([C@@H]2CC=C(C(=O)O)[C@H](c3ccc(F)cc3)N2S(=O)(=O)c2ccc(C)cc2)cc1,2.2,14.9,-3.2
COc1cc2c(cc1OC)C(=O)C(c1ccc3c(c1)OCO3)CC2 (centres undefined),-2.2,7.4,-6.3
O=C(CN1C(=O)c2ccccc2S1(=O)=O)NCc1c(F)cccc1F,-1.0,13.2,-2.3

# (next part)
mol,CRFR2-BP ag,CRFR2-BP antag,GalR3 antag
COc1ccc(N(CC(=O)NCCSc2ccccc2)S(=O)(=O)c2ccccc2)c(OC)c1,9.8,17.9,-7.0
O=C(COC(=O)c1cccc(S(=O)(=O)N2CCCCCC2)c1)NCc1ccc(Cl)cc1,8.2,-6.0,-4.9
COC(=O)[C@H](CC(C)C)NC(=O)Cn1cnc2c(SC)nc(N)nc21,-0.2,-1.4,-6.7
CS(=O)(=O)c1cccc(C(=O)OCC(=O)NCc2cccs2)c1,2.0,3.8,0.0
CC(C)(C)c1ccc(C(=O)OCC(=O)N2CCC(c3ccccc3)=N2)cc1,1.5,-10.7,-3.6
CCOC(=O)[C@H]1[C@H]2COc3cc(OC)ccc3[C@@H]2N2C(=O)c3cc(F)c(F)cc3NC(=O)[C@@]12C,-2.3,-8.4,-9.1
O=C(CC(O)(CC(=O)OCc1ccccc1)C(=O)OCc1ccccc1)OCc1ccccc1,0.8,3.2,-6.7
Cc1cnc(C(=O)OCC(=O)Nc2cccc(S(=O)(=O)N3CCOCC3)c2)cn1,-0.8,3.2,-5.0
O=C(Cc1cccc(NC(=O)C2CCN(C(=O)CCc3ccccc3)CC2)c1)Nc1cccc(C(=O)N2CCOCC2)c1,-0.1,0.8,1.2
O=C(NCc1ccccn1)c1cc(-c2ccncc2)nc2ccccc12,1.0,-7.3,2.7
Nc1nc(SCc2ccc(Br)cc2)c2ncn(C3OC(CO)C(O)C3O)c2n1 (centres undefined),-1.4,1.6,10.3
CCn1c(=O)c2c3c(sc2n2c(SCc4ccc(F)cc4)nnc12)CCCC3,0.4,-5.4,-0.8
O=[S@]1Oc2ccccc2-c2ccccc21,2.9,-17.6,-3.6
CCC(C(=O)OCC(=O)NCc1ccc2c(c1)OCO2)c1ccccc1 (centres undefined),0.9,2.2,-9.3
Cc1cccc(C)c1NC(=O)CN(C)C(=O)COc1cccc2c1OC(C)(C)C2,-0.8,-8.2,-1.8
CCCCN(C(=O)c1cccc(S(=O)(=O)N2CCN(C)CC2)c1)c1c(N)n(CCCC)c(=O)[nH]c1=O,0.4,4.0,-3.7
COc1ccccc1N(C)S(=O)(=O)c1ccc(C(=O)NNC(=O)c2ccccc2O)cc1,-2.0,4.9,1.0
CC(=O)NC(Cc1c[nH]c2ccccc12)C(=O)N1CCN(S(=O)(=O)c2ccccc2)CC1 (centres undefined),3.0,-0.6,-6.4
O=C(NCCS(=O)(=O)NCc1ccccc1Cl)c1ccc2c(c1)OCO2,-1.6,3.4,-2.8
CCOC(=O)C1=C(COC(=O)Cc2ccccc2F)NC(=O)NC1C (centres undefined),-0.2,-3.6,-4.5
Cc1ccc(NC(=O)CN(C)C(=O)CSc2nc(C)cc(C)n2)cc1,-1.5,11.3,-3.4
CC(NC(=O)C1CCCC1)c1ccccc1 (centres undefined),-1.2,7.8,-7.7
Cc1ccc(S(=O)(=O)N2CCCCC2)cc1NC(=O)C1CCN(C(=O)OC(C)(C)C)CC1,-1.8,-23.4,-5.7
O=C(CCNS(=O)(=O)c1ccc(OC(F)(F)F)cc1)NCCc1c[nH]c2ccccc12,-0.7,-9.8,-7.2
COc1cccc(CCNC(=O)c2cc(COc3ccc(C)c(C)c3)on2)c1OC,2.8,19.8,-7.0
COc1ccc(S(=O)(=O)N2CCCCC2)cc1NC(=O)c1ccc(CS(C)(=O)=O)cc1,-0.5,-5.6,-2.2
CCOc1ccc(NC(=O)c2ccco2)cc1S(=O)(=O)N1CCCC1,1.4,-3.0,-2.3
COCCNC(=O)c1cc(S(=O)(=O)N2CCC3(CC2)OCCO3)ccc1F,3.3,-10.8,-0.3
COC(=O)[C@H](Cc1ccccc1)NC(=O)Cn1cnc(C(=O)Nc2ccc(C)c(C)c2)n1,-0.8,-3.4,-2.1
O=C(COC(=O)c1ccc(S(=O)(=O)N2CCOCC2)cc1)Nc1ccccc1F,4.5,-3.2,-4.0
O=C(OCC(=O)N1CCc2ccccc21)[C@@H]1CC(O)CN1S(=O)(=O)c1ccccc1[N+](=O)[O-] (some centres undefined),-3.8,-10.8,-3.8
O=C(Nc1scc(-c2ccc(Br)cc2)c1C(=O)O)c1ccccc1F,-0.2,56.4*,-0.5

# Shown with the structure last: five of the compounds above.
CRFR2-BP ag,CRFR2-BP antag,GalR3 antag,SMILES
2.8,19.8,-7.0,COc1cccc(CCNC(=O)c2cc(COc3ccc(C)c(C)c3)on2)c1OC
-0.8,-3.4,-2.1,COC(=O)[C@H](Cc1ccccc1)NC(=O)Cn1cnc(C(=O)Nc2ccc(C)c(C)c2)n1
1.4,-3.0,-2.3,CCOc1ccc(NC(=O)c2ccco2)cc1S(=O)(=O)N1CCCC1
-0.5,-5.6,-2.2,COc1ccc(S(=O)(=O)N2CCCCC2)cc1NC(=O)c1ccc(CS(C)(=O)=O)cc1
4.5,-3.2,-4.0,O=C(COC(=O)c1ccc(S(=O)(=O)N2CCOCC2)cc1)Nc1ccccc1F

# (more compounds)
mol,CRFR2-BP ag,CRFR2-BP antag,GalR3 antag
CCc1cccc2c(C(=O)CN3C(=O)NC4(CCCCC4)C3=O)c[nH]c12,-2.2,-25.5,-4.7
COCCCNC1=C(C#N)C(=O)NC(c2cccc([N+](=O)[O-])c2)S1 (centres undefined),4.2,-15.2,-3.5
C[C@@H]1CN([C@@H](C)CO)C(=O)Cc2cc(NC(=O)Nc3cccc4ccccc34)ccc2O[C@@H]1CN(C)S(C)(=O)=O,-1.3,13.6,-8.2
CC(C)(CNC(=O)c1cccc(S(=O)(=O)N2CCCCC2)c1)N1CCOCC1,5.1,18.9,0.9
Cc1ccc(C(C#N)=Cc2ccc3c(c2)OCO3)cc1,-0.3,9.3,-7.0
CCOc1ccc(/C=C(\C(=O)O)c2ccc(S(=O)(=O)N3CCCCC3)s2)cc1OC,-1.9,14.3,1.1
Cc1ccc(Cl)c(OCC(=O)OC(C)C(=O)NC2CC2)c1 (centres undefined),0.2,13.1,4.8
COc1ccc(NC(=O)CN(C)C(=O)c2ccc(COc3ccccc3)cc2)cc1,-0.4,-1.0,-4.0

# An excerpt (hit frequency here may not be typical).
